BH1578 lux ind: quorum light induction in luxS cqsA deficient V. cholerae. AID 588436. activation, % at 18.7 µM. V. cholerae BH1578 lux reporter, luminescence, 6 h. 350,000 tested, 0.16% active; in the data active = activation mostly above about 9.7%, no sharp cut-off; also: not every result past the cut was called active; inactives centre near 0; reference of the scale not given here
PfHsp40 rescue: compounds rescuing yeast from Plasmodium falciparum HSP40 toxicity | AID 504582 | 340,000 tested, 0.68% active | S. cerevisiae expressing PfHsp40, growth rescue, ATP luminescence | growth rescue, % at 12.5 µM; in the data active = growth rescue above about 28%, passing the limit was not always enough;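 also: yeast W303a lacking pdr1 and pdr3 grown in galactose medium; growth measured after three days at 30 °C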
GDH-TPI inh: counter-screen for M. tuberculosis FBA inhibitors: GDH-TPI coupled enzymes; GDH-TPI coupled enzyme counterscreen, NADH absorbance; inhibition, % at 4.8 µM; 360,000 tested, 1.2% active; in the data active = inhibition above about 30%;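 also: 0% = DMSO wells and 100% = wells lacking the enzyme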
FadD28 FP inh: inhibitors of Mycobacterium tuberculosis FadD28 bisubstrate binding. FadD28 bisubstrate probe binding, fluorescence polarization. inhibition, % at 12.5 µM. 360,000 tested, 0.22% active; in the data active = inhibition above about 8.5%, passing the limit was not always enough
UGM FP inh: Mtb UDP-galactopyranose mutase inhibition; P9WIQ1; purified UGM, fluorescence polarization probe displacement; AID 504406; 320,000 tested, 0.06% active; inhibition, % at 10 µM; in the data active = inhibition above about 10%, passing the limit was not always enough
Target sequence (P9WIQ1 whole entry, looked up): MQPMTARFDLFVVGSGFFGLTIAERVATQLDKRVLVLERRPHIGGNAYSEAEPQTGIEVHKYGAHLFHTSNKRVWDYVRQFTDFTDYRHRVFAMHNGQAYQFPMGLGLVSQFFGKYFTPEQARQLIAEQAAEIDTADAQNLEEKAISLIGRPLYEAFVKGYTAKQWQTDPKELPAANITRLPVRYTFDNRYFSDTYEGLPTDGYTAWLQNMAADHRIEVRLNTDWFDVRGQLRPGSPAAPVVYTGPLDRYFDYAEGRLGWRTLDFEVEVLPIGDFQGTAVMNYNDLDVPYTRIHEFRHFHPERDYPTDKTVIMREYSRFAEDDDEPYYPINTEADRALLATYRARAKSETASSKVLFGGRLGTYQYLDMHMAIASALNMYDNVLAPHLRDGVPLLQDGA
FBA Mtb inh: inhibits M. tuberculosis FBA enzyme; AID 588726; P9WQA3; inhibition, % at 1 µM; 360,000 tested, 2.3% active; purified M. tuberculosis FBA, fluorescence read-out; in the data active = inhibition above about 27%;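 also: 0% = vehicle and 100% = reference inhibitor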
Target sequence (P9WQA3 whole entry, looked up): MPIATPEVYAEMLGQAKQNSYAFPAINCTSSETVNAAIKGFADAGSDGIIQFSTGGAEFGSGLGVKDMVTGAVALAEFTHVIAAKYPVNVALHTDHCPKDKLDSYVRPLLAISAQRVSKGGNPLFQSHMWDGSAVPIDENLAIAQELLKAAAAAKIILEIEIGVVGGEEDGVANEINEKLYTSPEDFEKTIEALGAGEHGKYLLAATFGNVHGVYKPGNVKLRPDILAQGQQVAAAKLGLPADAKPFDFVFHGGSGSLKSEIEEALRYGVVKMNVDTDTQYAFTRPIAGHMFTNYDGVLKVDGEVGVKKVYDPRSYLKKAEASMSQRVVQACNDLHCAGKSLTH
Mtb BioA inh: blocks M. tuberculosis BioA enzyme activity | AID 602481 | purified M. tuberculosis BioA enzyme, plate reader | 360,000 tested, 0.096% active | inhibition, % at 9.99 µM; in the data active = inhibition above about 40%
Yp Topo-I inh: blocks Yersinia pestis topoisomerase I activity | 360,000 tested, 0.064% active | Y. pestis Topo-I cleavage product accumulation, plate reader | activity, % at 10 µM | AID 504884; in the data active = activity above about 50%, passing the limit was not always enough; also: inactives centre near 2
TcdB GH inh: blocks C. difficile toxin B glycohydrolase activity; P18177; inhibition, % at 9.99 µM; 350,000 tested, 0.24% active; TcdB glycohydrolase enzymatic assay, plate reader; AID 652162; in the data active = inhibition above about 10%
* = called active by the depositor; i = inactive; . = not tested or not shown; & = joins results of further samples.

Second line of a record – BH1578 lux ind | PfHsp40 rescue | GDH-TPI inh | FadD28 FP inh | UGM FP inh | FBA Mtb inh | Mtb BioA inh | Yp Topo-I inh | TcdB GH inh
Cc1c(C(=O)OC2CCCCC2)sc2nc[nH]c(=O)c12
→ -2.5 | -0.3 | 8 | -1.2 | -3.2 | 11 | -1.5 | 13 | .
CCOC(=O)C(=CNc1ccc2c(c1)CCN2C(C)=O)C(=O)OCC
→ i | -1.9 | 35* | -2.8 | -1.8 | -3 | 1.4 | -6 | 1.9
O=c1[nH]nc(SCCS(=O)(=O)c2ccc(F)cc2)n1-c1ccccc1C(F)(F)F
→ -1.6 | -2.7 | 14 | -2.0 | 4.0 | 1 | -0.6 | -1 | 1.3
COC(=O)c1ccc(N2C(=O)CC(NCc3ccccc3)C2=O)cc1 (stereo not drawn)
→ -0.3 | 0.7 | 1 | -1.3 | 0.2 | 0 | 0.7 | -3 | .
NC(=O)CC(NC(=O)Cc1cccc2ccccc12)c1ccc(N2CCN(c3ccccc3)CC2)c([N+](=O)[O-])c1 (stereo not drawn)
→ -1.0 | 0.5 | 7 | -1.9 | 0.5 | 1 | 1.1 | 18 | .
O=C(O)CN1C(=O)NC2(CCOc3ccccc32)C1=O (stereo not drawn)
→ -0.3 | 0.5 | 1 | -1.7 | 0.0 | -1 | -0.2 | 2 | 2.6
COc1ccc(NC(=O)C2COc3ccccc3O2)cc1S(=O)(=O)N1CCOCC1 (stereo not drawn)
→ -0.4 | -0.2 | 5 | -2.4 | 0.1 | 1 | 0.4 | 1 | 1.2
CCC(=O)c1ccc(OCC(O)CN(CCc2ccccc2)Cc2ccccc2)cc1 (stereo not drawn)
→ 1.6 | 4.0 | -3 | 3.3 | 0.9 | 1 | -0.5 | 8 | .
COc1ccc(CN2CCC(n3nccc3NC(=O)CCc3ccccc3)CC2)c(C)c1C
→ -0.4 | 0.4 | -2 | -1.9 | . | -1 | -0.2 | -1 | 1.2
COC(=O)c1cn(C(=O)c2ccc(F)cc2)c2ccccc12
→ -1.3 | -2.1 | 5 | -2.5 | 0.1 | -4 | -1.0 | -8 | 2.9
CC(=O)OCCN(CCCn1c(-c2ccncc2)nc2ccccc21)c1nc(CN2CCCCC2)cs1
→ i | -0.2 | 8 | 1.0 | 1.0 | -1 | 0.9 | 6 | 0.1
COc1ccc(Cl)cc1NC(=O)N1CCN(c2ccccc2OC)CC1
→ i | 0.5 | -3 | -3.0 | -0.7 | -2 | 0.2 | 6 | 1.3
CCOc1cccc(=NC2CCCCC2)c2c(C)[nH]c(C)c12
→ -0.2 | 0.1 | 15 | -2.1 | 0.4 | -1 | 18 | 16 | -2.3
COc1ccccc1N1CCN(C(=O)C(=O)c2c(C)n(C)c3ccccc23)CC1
→ i | 0.4 | 12 | -2.6 | 0.9 | 0 | 0.7 | 3 | 0.2
N#CCn1c(CCl)nc2ccccc2c1=O
→ -0.3 | -0.1 | -6 | -2.8 | 2.4 | -5 | . | -4 | 1.7
CN1CCCN(C(=O)CC2(CC(=O)O)CCCCC2)CC1
→ i | -0.1 | 5 | 1.8 | 9.1 | -1 | -0.5 | 0 | 1.6
O=C(NCc1ccco1)NC1CCCCC1
→ i | -0.4 | -9 | -3.9 | 3.2 | 3 | 5.3 | 1 | .
COc1cc(-c2cnc3c(NC=O)cc(-c4cccc(C(F)(F)F)c4)cn23)cc(OC)c1OC
→ 4.0 | . | 3 | -0.9 | . | -1 | -2.5 | 12 | 1.5
CCOC(=O)c1ccc(NS(=O)C23CC4CC(CC(C4)C2)C3)cc1 (stereo not drawn)
→ -1.8 | 1.0 | 1 | -1.6 | 1.8 | 1 | -0.8 | 1 | .
CC(c1cccs1)N(Cc1ccco1)C(=S)Nc1ccccc1Cl (stereo not drawn)
→ 0.8 | -0.7 | 10 | -6.8 | -1.7 | -4 | -1.5 | 9 | 1.3
CC(C)(C)N=C(NS(=O)(=O)c1cccs1)c1ccccc1
→ i | 1.4 | 2 | -3.0 | . | 0 | 1.4 | -4 | 0.5
Cc1ccc(NC(=O)CCCNC(=O)c2ccc(Cl)cc2)cc1S(=O)(=O)N1CCOCC1
→ 4.2 | -1.6 | -1 | -0.4 | -0.8 | 1 | -0.3 | 15 | 0.2
CCCNC(=O)C1(C)CCCN(Cc2cc(-c3ccccc3)n(C)n2)C1 (stereo not drawn)
→ -0.3 | . | 0 | -3.0 | . | -1 | -0.4 | 4 | 0.4
O=C(OCc1cn([C@H]2C[C@H](c3ccc(Cl)cc3)N(Cc3cccs3)C[C@@H]2O)nn1)c1ccccc1
→ -0.6 | . | 0 | -5.1 | . | -2 | -2.7 | 26 | -0.5
O=C(N/N=C\c1ccc(-c2ccc([N+](=O)[O-])cc2)o1)c1ccc2c(c1)OCO2
→ -0.3 | 0.9 | 7 | -3.8 | 2.0 | -5 | -0.9 | -1 | .
COc1ccc(F)cc1C(=O)C1CCCN(C(=O)c2ccccc2N(C)C)C1 (stereo not drawn)
→ -1.2 | 0.2 | -3 | -0.7 | 0.0 | 3 | -2.7 | -2 | -3.4
COc1ccc(CCNc2nc(=S)[nH]c3cc(OC)c(OC)cc23)cc1OC
→ i | -0.3 | 11 | 1.0 | 2.4 | -1 | . | -1 | 2.3
O=C(Oc1ccc(C(=S)N2CCOCC2)cc1)c1ccc(F)cc1
→ i | -0.2 | -8 | -2.8 | -1.3 | 2 | 0.2 | -2 | 0.5
Cc1ccc(C)c(S(=O)(=O)N2CCCC2CNC(=O)C(=O)Nc2ccccc2)c1 (stereo not drawn)
→ -5.3 | . | 5 | -1.2 | . | 0 | 0.0 | 25 | 0.5
O=[N+]([O-])c1cccc(/C=N/Nc2nc(C(Cl)(Cl)Cl)nc3ccccc23)c1
→ -0.3 | 0.0 | 8 | -0.9 | 0.2 | -1 | . | -11 | .
O=c1c2ccccc2cnn1Cc1ccc(Cl)c(Cl)c1
→ -0.6 | -0.7 | 3 | 0.6 | 8.8 | 3 | -1.4 | -2 | 4.3
COc1ccc([C@H]2C[C@H](n3cc(C4CC4)nn3)[C@@H](O)CN2C(=O)C2CCCCC2)cc1
→ -0.4 | . | 4 | -2.8 | . | 0 | -1.1 | 0 | 0.0
N#CC(=Cc1ccccn1)c1nc(-c2ccc(Cl)cc2)cs1
→ i | . | 3 | -2.4 | . | 0 | -1.7 | 0 | -0.3
C=CC[C@@H](CC(=O)N[C@@H](CO)Cc1ccccc1)C(=O)N[C@H](COC(=O)[C@@H](CC=C)Cc1ccc(F)cc1)Cc1ccccc1
→ i | 3.2 | 1 | -1.2 | -0.9 | 0 | -1.6 | 47 | 0.2
COc1ccc(/C=C/c2nnc(NC(=O)c3ccco3)s2)cc1
→ 1.2 | . | 30 | -3.2 | 2.3 | 22 | -1.1 | -6 | 3.9
CN(C(=O)Oc1ccc(C(=O)c2ccc(Cl)cc2)cc1)c1ccccc1
→ -0.3 | 3.3 | 8 | 1.0 | -0.1 | -1 | . | 8 | .
C/C(=N\NC(=O)Cc1ccc(Cl)c(Cl)c1)c1cccnc1
→ i | -1.6 | -6 | 0.4 | 2.1 | -1 | 13 | 13 | -0.9
CCCCNC(=O)c1ccc(NS(=O)(=O)c2ccccc2)cc1
→ -1.4 | -0.4 | -5 | -3.2 | 2.4 | -4 | . | 2 | .
Cc1ccsc1CN1CC(=O)N(c2c(C)cccc2C)C1=S
→ i | -0.6 | -1 | 0.1 | 3.7 | 2 | . | -11 | 1.1
Cc1ccc(S(=O)(=O)N2[C@H](C(C)C)[C@H]3[C@H]4C(=O)N(c5ccccc5)C(=O)[C@H]4CC(=O)[C@H]3[C@@H]2c2ccccc2)cc1
→ . | . | . | -1.7 | . | -1 | 5.3 | . | 0.8

4 entries out of the list, ordered by formula weight, falling:
Second line of a record – BH1578 lux ind | PfHsp40 rescue | GDH-TPI inh | FadD28 FP inh | UGM FP inh | FBA Mtb inh | Mtb BioA inh | Yp Topo-I inh | TcdB GH inh
C=CC[C@@H](CC(=O)N[C@@H](CO)Cc1ccccc1)C(=O)N[C@H](COC(=O)[C@@H](CC=C)Cc1ccc(F)cc1)Cc1ccccc1
→ i | 3.2 | 1 | -1.2 | -0.9 | 0 | -1.6 | 47 | 0.2
Cc1ccc(NC(=O)CCCNC(=O)c2ccc(Cl)cc2)cc1S(=O)(=O)N1CCOCC1
→ 4.2 | -1.6 | -1 | -0.4 | -0.8 | 1 | -0.3 | 15 | 0.2
Cc1ccsc1CN1CC(=O)N(c2c(C)cccc2C)C1=S
→ i | -0.6 | -1 | 0.1 | 3.7 | 2 | . | -11 | 1.1
C/C(=N\NC(=O)Cc1ccc(Cl)c(Cl)c1)c1cccnc1
→ i | -1.6 | -6 | 0.4 | 2.1 | -1 | 13 | 13 | -0.9

(more compounds)
Second line of a record – BH1578 lux ind | PfHsp40 rescue | GDH-TPI inh | FadD28 FP inh | UGM FP inh | FBA Mtb inh | Mtb BioA inh | Yp Topo-I inh | TcdB GH inh
COc1ccccc1S(=O)(=O)Cc1ccc(C(=O)NCCN(C)C)o1
→ i | 1.2 | 5 | -2.9 | -3.6 | 1 | -0.5 | 5 | 1.2
CCOC(=O)N1CCN(C(=O)COc2ccc(Cl)cc2C)CC1
→ -0.5 | 0.8 | -2 | -1.8 | -1.8 | -1 | . | 2 | .
COC1=C/C(=C/c2c(N)n3nc(-c4ccc(C)cc4)sc3nc2=O)C=CC1=O
→ -0.1 | -0.3 | 31 | 1.5 | . | -1 | . | -8 | 0.5
COCCNC(=O)c1c[nH]c2ccc(OC)cc2c1=O
→ -1.5 | -0.4 | 15 | -0.6 | -1.3 | 3 | -1.3 | 4 | .
CNC(=O)NC(=O)COC(=O)c1ccc(-n2c(C)ccc2C)cc1
→ -0.4 | -0.5 | 20 | -1.2 | -0.8 | 1 | . | -3 | .
O=C(Cn1cc2c(n1)CCCCC2)N1CCCCC1
→ -0.4 | -1.1 | 5 | -3.7 | -1.5 | 0 | 1.0 | 5 | -1.0
COc1ccccc1-n1cnnc1SCC(=O)c1cc(C)n(Cc2cccs2)c1C
→ -5.3 | -1.1 | 10 | -0.5 | 0.9 | 0 | -0.5 | 2 | .
C=CCn1c(COc2ccc(OC)cc2)nnc1SC(C)C(=O)NC1CC1 (stereo not drawn)
→ -0.6 | -1.5 | 8 | -0.4 | 0.4 | -1 | 1.1 | -1 | 1.1
CCN1C(=O)[C@@H]2[C@@H]3CN(S(=O)(=O)c4ccc(C)cc4)[C@@H](c4ccccc4)[C@@H]3C(=O)C[C@@H]2C1=O
→ . | . | . | -4.5 | . | -1 | 1.9 | . | 0.5
COc1ccc(S(=O)(=O)NCc2ccco2)cc1NC(=O)c1ccccc1
→ 0.1 | -0.7 | 16 | -0.2 | 2.2 | 3 | -2.6 | 2 | 0.8
O=c1[nH]c(C2CCN(S(=O)(=O)c3ccccc3F)CC2)nc2c1nnn2Cc1ccc(F)cc1
→ -0.6 | -0.1 | -8 | . | 0.1 | 1 | 1.6 | 36 | -0.1
CCCCN1Cc2cc(C(=O)c3cc(OC)ccc3O)cnc2NC1=O
→ i | 0.6 | 12 | -2.5 | 2.4 | 0 | -2.6 | 0 | 0.3
NC12CCc3c(no[n+]3[O-])C1(O)CC(c1ccccc1)=[N+]2[O-] (stereo not drawn)
→ 2.0 | -0.1 | 3 | -1.8 | 5.6 | -2 | -0.3 | 2 | -0.6
Nc1c(C(=O)CSc2nncn2-c2ccccc2)c(=O)[nH]c(=O)n1C1CC1
→ -2.7 | -0.3 | 2 | -0.2 | -0.2 | 2 | 0.2 | 3 | 0.2
O=C(COc1cccnc1[N+](=O)[O-])Nc1ccc(S(=O)(=O)N2CCOCC2)cc1
→ -0.4 | 0.0 | 6 | -5.0 | -4.9 | 4 | . | -12 | 0.1
COc1ccc(OCC(=O)N2CCN(Cc3c[nH]c4ccccc34)CC2)cc1
→ 2.8 | 2.9 | 14 | -1.1 | . | 7 | -3.9 | 3 | .
C[C@H](CO)N1C[C@H](C)[C@@H](CN(C)CC2CC2)Oc2c(NS(=O)(=O)c3ccc(F)cc3)cccc2C1=O
→ i | -0.1 | 5 | 1.3 | . | 3 | -0.3&-0.3 | 1 | 0.3&0.6
CCOC(=O)Cn1nc2oc(=O)c(CCN3CCN(c4ccccc4OC)CC3)c(C)c2c1C
→ i | . | 6 | -2.2 | . | 2 | -0.6 | -1 | 0.6

From PubChem BioAssay
